UBC9 SUMO inh: blocks human SUMOylation mediated by UBC9; P63279; HTRF SUMOylation assay, SAE1/SAE2 + UBC9, in vitro; inhibition, % at 35 µM; 290,000 compounds, 0.36% hits; AID 2006; in the data active = inhibition above about 50%, passing the limit was not always enough; note: strong numbers were not always called active
IMP-1 inhibitor: inhibitors of Pseudomonas aeruginosa IMP-1 metallo-beta-lactamase. 290,000 compounds, 0.45% hits. purified IMP-1, nitrocefin hydrolysis, epi-absorbance fluorescence. inhibition, % at 5.6 µM;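 active = inhibition above the mean plus 3 SD of all compounds in the same screening run, cut at about 4.5% in these data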;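 note: 0% = IMP-1 with DMSO and 100% = DMSO wells lacking enzyme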
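Assay system: purified IMP-1; Quantity: IMP-1 0.2 nM before substrate addition; Medium: HEPES buffer pH 7.1 with ZnSO4 and Brij 35; Incubation: 15 min enzyme–compound preincubation, then 25 min nitrocefin reaction, 25 °C; Signal: fluorescence quenching readout, ex 480/em 530 nm; Controls: DMSO with and without IMP-1; Repeats: singlicate testing.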
IDE act: activators of human insulin-degrading enzyme in cells; HEK cells, FAbeta-B cleavage, fluorescence polarization; 0% vehicle, 100% cell-free pure enzyme wells; activation, % at 5.96 µM; 340,000 compounds, 0.073% hits;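 active = activation above the mean of all tested compounds plus 3 SD, set per screening campaign, cut at about 17% in these data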
Target sequence (P14735 whole entry, looked up): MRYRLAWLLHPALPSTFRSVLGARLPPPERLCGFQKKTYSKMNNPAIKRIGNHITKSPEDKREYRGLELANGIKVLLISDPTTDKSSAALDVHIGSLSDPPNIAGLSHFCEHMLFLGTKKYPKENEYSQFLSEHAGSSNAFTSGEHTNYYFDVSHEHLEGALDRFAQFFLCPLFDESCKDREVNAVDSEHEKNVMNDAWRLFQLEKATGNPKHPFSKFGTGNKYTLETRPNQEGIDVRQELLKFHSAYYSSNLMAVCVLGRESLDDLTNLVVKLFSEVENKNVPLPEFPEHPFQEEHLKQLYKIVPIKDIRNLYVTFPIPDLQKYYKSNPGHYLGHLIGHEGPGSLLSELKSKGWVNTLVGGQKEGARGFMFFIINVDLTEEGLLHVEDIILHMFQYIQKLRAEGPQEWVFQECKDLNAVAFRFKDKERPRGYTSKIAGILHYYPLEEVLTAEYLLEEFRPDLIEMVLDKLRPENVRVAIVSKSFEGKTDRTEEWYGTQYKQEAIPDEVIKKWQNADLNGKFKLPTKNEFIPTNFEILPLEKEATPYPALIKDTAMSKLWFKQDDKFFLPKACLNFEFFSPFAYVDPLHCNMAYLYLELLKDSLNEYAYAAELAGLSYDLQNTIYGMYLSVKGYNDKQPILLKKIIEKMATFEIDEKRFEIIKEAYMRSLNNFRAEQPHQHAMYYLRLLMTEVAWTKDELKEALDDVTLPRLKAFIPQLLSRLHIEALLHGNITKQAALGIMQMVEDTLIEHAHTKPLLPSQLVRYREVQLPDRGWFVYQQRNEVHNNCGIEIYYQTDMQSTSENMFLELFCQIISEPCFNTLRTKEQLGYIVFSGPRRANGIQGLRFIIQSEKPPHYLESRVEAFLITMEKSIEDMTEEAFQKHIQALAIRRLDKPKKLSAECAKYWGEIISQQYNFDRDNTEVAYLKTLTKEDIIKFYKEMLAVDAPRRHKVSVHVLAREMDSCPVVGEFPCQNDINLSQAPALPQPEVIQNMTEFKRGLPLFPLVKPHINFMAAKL
VIM-2 inhibitor: inhibitors of Pseudomonas aeruginosa VIM-2 metallo-beta-lactamase. inhibition, % at 5.6 µM. 290,000 compounds, 0.89% hits. purified VIM-2, nitrocefin hydrolysis, epi-absorbance fluorescence;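 active = inhibition above the mean of all tested compounds plus 3 SD, cutoff set per screening run, cut at about 7.5% in these data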;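 note: red hydrolysis product quenches plate fluorescence so inhibitors raise well fluorescence; 0% = enzyme with DMSO and 100% = DMSO without enzyme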
IDE inh: cellular human IDE inhibition | P14735 | HEK cells, FAbetaB cleavage, fluorescence polarization | inhibition, % at 5.59 µM | 320,000 compounds, 0.41% hits;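 active = percent inhibition above the average of all tested compounds plus 3 SD, set per screening campaign, cut at about 16% in these data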;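 note: IDE supplied by intact live HEK cells; FP after avidin binding of uncleaved biotin substrate so inhibition keeps polarization high; 0% = DMSO wells and 100% = 60 µM reference IDE inhibitor Ii1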
DNA FID counter: counter-screen for HCV NS3 helicase inhibitors: DNA intercalator displacement; DNA fluorescent intercalator displacement, fluorescence; inhibition, % at 7.9 µM; 290,000 compounds, 0.17% hits; AID 1845; in the data active = inhibition above about 37%;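 note: 0% = vehicle and 100% = reference compound; higher means more ethidium bromide displaced from hairpin DNA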
M18AAP inhibitor: PfM18AAP enzyme inhibition | recombinant PfM18AAP, H-Glu-NHMec fluorogenic cleavage | inhibition, % at 7.35 µM | 290,000 compounds, 1.2% hits | AID 1822;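 active = inhibition above the campaign mean inhibition over all tested compounds plus 3 SD, cut at about 28% in these data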;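 note: 0% = plate median of test compound wells and 100% = 2 mM ZnCl2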
p-CIP stab down: compounds decreasing mouse p/CIP protein stability. Q05BA5. F442A p/CIP-EGFP cells, EGFP fluorescence, 16 h. decrease of EGFP signal, % at 10 µM. 290,000 compounds, 0.01% hits. AID 1984;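 active = EGFP signal decrease of at least 30% at 10 µM or well 3 SD below plate mean, unless failing retest; inactive = the rest, including hits failing retest or dose response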; note: some compounds called inactive have numbers as strong as hits; many of its hits are not listed in these tables
HCV NS3 hel inh: HCV NS3 helicase inhibition. NS3 helicase DNA unwinding, Cy5 molecular beacon fluorescence. 290,000 compounds, 0.56% hits. inhibition, % at 10.9 µM. AID 1800;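 active = inhibition above the mean of all tested compounds plus 3 SD, set per campaign, cut at about 35% in these data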;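 note: 0% = DMSO wells and 100% = thioflavine S control wells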
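System: Hepatitis C virus NS3 helicase domain fragment enzyme | Reagent: Annealed dual-labelled DNA beacon duplex, ATP-started | Compound dosing: 10.9 µM single point, 0.8% DMSO | Incubation: 1 h reaction at 25 °C, ATP-initiated | Technique: Cy5 fluorescence | Evaluation: Percent inhibition from t60/t0 fluorescence ratio | Benchmarks: Low DMSO, high thioflavine S at 110 µM | Replication: Singlicate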
Starred values were filed as active, the others as inactive.

`Cc1ccc(N=c2sc(C)c(C)n2C)cc1` gave UBC9 SUMO inh -12, IMP-1 inhibitor -2.7, IDE act 0, VIM-2 inhibitor 1.6, IDE inh 10, DNA FID counter 0, M18AAP inhibitor -3, p-CIP stab down -2 and HCV NS3 hel inh 9.
`COc1ccccc1NC(=O)CSc1nnnn1-c1ccc(F)cc1` gave UBC9 SUMO inh 4, IMP-1 inhibitor -3.9, IDE act 8, VIM-2 inhibitor -1.9, IDE inh -2, DNA FID counter -11, M18AAP inhibitor -13, p-CIP stab down -16 and HCV NS3 hel inh 4.
For CC1(C)Cc2c(sc(NC(=O)c3ccc(S(=O)(=O)N4CCCCCC4)cc3)c2C#N)C(C)(C)N1 the results were UBC9 SUMO inh 15, IMP-1 inhibitor -1.7, IDE act 3, VIM-2 inhibitor -0.6, IDE inh 1, DNA FID counter 29, M18AAP inhibitor 2, p-CIP stab down 2 and HCV NS3 hel inh -84.
`COc1ccc(-n2nnnc2SCC(=O)c2ccc(OC)c(OC)c2)cc1` gave UBC9 SUMO inh 12, IMP-1 inhibitor -2.9, IDE act 2, VIM-2 inhibitor -1.3, IDE inh 0, DNA FID counter -7, M18AAP inhibitor 10, p-CIP stab down -6 and HCV NS3 hel inh -5.
Screening CC(C)Oc1cccc(C(=O)Nc2ccccc2N2CCOCC2)c1 returned UBC9 SUMO inh -1, IMP-1 inhibitor -2.7, IDE act 1, VIM-2 inhibitor -3.9, IDE inh -2, DNA FID counter -25, M18AAP inhibitor -1, p-CIP stab down 5 and HCV NS3 hel inh 4.
For COc1ccc(CCNC(=O)Cc2ccc(OC)c(OC)c2)cc1OC the results were UBC9 SUMO inh 8, IMP-1 inhibitor -1.3, IDE act 0, VIM-2 inhibitor -1.2, IDE inh 9, DNA FID counter -6, M18AAP inhibitor 1, p-CIP stab down 0 and HCV NS3 hel inh -5.
O=C1c2ccccc2C(=O)N1CCCCN(C(=O)c1cc([N+](=O)[O-])cc([N+](=O)[O-])c1)c1ccc(Cl)cc1 was read as UBC9 SUMO inh -4, IMP-1 inhibitor -2.2, IDE act 6, VIM-2 inhibitor -2.2, IDE inh 0, DNA FID counter 0, M18AAP inhibitor -10, p-CIP stab down -6 and HCV NS3 hel inh -1.
`CCOc1ccc(C(C)=O)cc1N1C(=O)C2C(C1=O)C1C=CC2C12CC2` (stereo not given) gave UBC9 SUMO inh 30, IMP-1 inhibitor -2.6, IDE act -3, VIM-2 inhibitor -2.3, IDE inh -1, DNA FID counter -10, M18AAP inhibitor -4, p-CIP stab down -20 and HCV NS3 hel inh -2.
CCN(CC)c1ccc(/C=C/C(=O)C2C(=O)C=C(C)OC2=O)cc1 (stereo not given) was read as UBC9 SUMO inh 14, IMP-1 inhibitor 7.4*, IDE act -142, VIM-2 inhibitor 7.0, IDE inh 64*, DNA FID counter -12, M18AAP inhibitor 10, p-CIP stab down -574 and HCV NS3 hel inh 21.
Screening Cc1cc(C)cc(NS(=O)(=O)c2ccc(F)cc2)c1 returned UBC9 SUMO inh 3, IMP-1 inhibitor -2.9, IDE act 8, VIM-2 inhibitor -1.7, IDE inh 9, DNA FID counter -2, M18AAP inhibitor 0, p-CIP stab down -6 and HCV NS3 hel inh 8.
For CCCCC(=O)N1CC2(C)CN(C(=O)CCCC)CC(C)(C1)C2=O the results were UBC9 SUMO inh 6, IMP-1 inhibitor -1.4, IDE act 5, VIM-2 inhibitor -0.9, IDE inh -1, DNA FID counter 3, M18AAP inhibitor 1, p-CIP stab down 4 and HCV NS3 hel inh -7.
`CCN1C(=O)C(C(=O)c2ccccc2)SC1=S` (stereo not given) gave UBC9 SUMO inh -8, IMP-1 inhibitor -3.7, IDE act -5, VIM-2 inhibitor -0.8, IDE inh 4, DNA FID counter 4, M18AAP inhibitor 2, p-CIP stab down -8 and HCV NS3 hel inh 7.
For Cc1cc2cc3c(=O)[nH]c(=O)[nH]c3nc2cc1C the results were UBC9 SUMO inh 5, IMP-1 inhibitor -4.5, VIM-2 inhibitor -1.8, IDE inh 5, DNA FID counter -6, M18AAP inhibitor 1, p-CIP stab down 2 and HCV NS3 hel inh 5.
Screening Cc1ccc(C(=O)N[C@@H](C)CN2C3=NC[C@H](C(C)C)N3C[C@H]2Cc2ccc(O)cc2)cc1Br returned UBC9 SUMO inh -8, IMP-1 inhibitor -2.1, IDE act 1, VIM-2 inhibitor -1.8, IDE inh 0, DNA FID counter 12, M18AAP inhibitor -3, p-CIP stab down -1 and HCV NS3 hel inh -32.
`COC(=O)C1=CN(Cc2ccc(OC)c(OC)c2)C=C(C(=O)OC)C1c1cccc(F)c1` gave UBC9 SUMO inh 0, IMP-1 inhibitor -5.5, IDE act 1, VIM-2 inhibitor -2.9, IDE inh -2, DNA FID counter -43, M18AAP inhibitor 5, p-CIP stab down 4 and HCV NS3 hel inh -18.
`COc1ccc(CNS(=O)(=O)c2ccc3c(c2)CC(C)N3C(=O)C2CC2)cc1` (stereo not given) gave IMP-1 inhibitor -0.5, IDE act 7, VIM-2 inhibitor 0.0, IDE inh -4, DNA FID counter -29, M18AAP inhibitor -3, p-CIP stab down -8 and HCV NS3 hel inh -1.
O=C(c1ccc(F)cc1)N1CCN(C2=NS(=O)(=O)c3ccccc32)CC1 was read as UBC9 SUMO inh -2, IMP-1 inhibitor -2.1, IDE act 4, VIM-2 inhibitor -0.4, IDE inh -22, DNA FID counter -4, M18AAP inhibitor -9, p-CIP stab down -7 and HCV NS3 hel inh -3.
`O=C(COC(=O)CN1C(=O)C2CC=CCC2C1=O)Nc1cc(C(F)(F)F)ccc1N1CCOCC1` (stereo not given) gave UBC9 SUMO inh -18, IMP-1 inhibitor -3.4, IDE act -1, VIM-2 inhibitor -0.7, IDE inh 2, DNA FID counter -23, M18AAP inhibitor -11, p-CIP stab down 1 and HCV NS3 hel inh -7.
Cc1ccc2cc(CN(CC3CCCO3)S(=O)(=O)c3cccc4nsnc34)c(=O)[nH]c2c1 (stereo not given) was read as UBC9 SUMO inh 20, IMP-1 inhibitor -2.1, IDE act -3, VIM-2 inhibitor -1.0, IDE inh 2, DNA FID counter -6, M18AAP inhibitor -3, p-CIP stab down -14 and HCV NS3 hel inh -14.
Cc1c(CNC(=O)C2CCC(=O)N(CCc3ccccc3)C2)cnn1C (stereo not given) was read as UBC9 SUMO inh 6, IMP-1 inhibitor -2.6, IDE act 5, VIM-2 inhibitor -1.3, IDE inh -3, DNA FID counter -4, M18AAP inhibitor -13, p-CIP stab down -4 and HCV NS3 hel inh 9.
`COC(=O)c1cc(O)c(OCc2ccccc2)c(O)c1` gave UBC9 SUMO inh 3, IMP-1 inhibitor 1.9, IDE act 1, VIM-2 inhibitor -6.1, IDE inh -2, DNA FID counter 2, M18AAP inhibitor 1, p-CIP stab down -5 and HCV NS3 hel inh 1.
For COc1ccc(-n2ccnc2SCC(=O)Nc2ccccc2)cc1 the results were UBC9 SUMO inh 13, IMP-1 inhibitor -2.3, IDE act 1, VIM-2 inhibitor -0.3, IDE inh -2, DNA FID counter -5, M18AAP inhibitor 14, p-CIP stab down -3 and HCV NS3 hel inh -5.
`COc1ccc(N=c2ssnc2Cl)cc1` gave UBC9 SUMO inh 8, IMP-1 inhibitor -3.9, IDE act -7, VIM-2 inhibitor -3.5, IDE inh 4, DNA FID counter 3, M18AAP inhibitor 18, p-CIP stab down 0 and HCV NS3 hel inh 12.
For Cc1ccc(C)n1-c1nccc(-c2cccs2)n1 the results were UBC9 SUMO inh 51, IMP-1 inhibitor -0.7, IDE act 1, VIM-2 inhibitor -1.6, IDE inh -3, DNA FID counter 1, M18AAP inhibitor -13, p-CIP stab down -16 and HCV NS3 hel inh -5.
Screening O=S(=O)(c1ccc(Cl)cc1)N1CCC(n2cnc3cc(C(F)(F)F)ccc32)CC1 returned IMP-1 inhibitor -1.4, IDE act -17, VIM-2 inhibitor -5.1, IDE inh 1, DNA FID counter -3, M18AAP inhibitor 9 and HCV NS3 hel inh 18.
Screening CN(C)S(=O)(=O)c1ccc(NC(=O)CCCNC(=O)c2ccc(Cl)cc2)cc1 returned UBC9 SUMO inh -3, IMP-1 inhibitor -1.9, IDE act 0, VIM-2 inhibitor 0.5, IDE inh 0, DNA FID counter -14, M18AAP inhibitor -5, p-CIP stab down 8 and HCV NS3 hel inh -4.
Screening COc1cc(/C=C2/N=C(c3ccccc3F)OC2=O)cc(Cl)c1OS(C)(=O)=O returned UBC9 SUMO inh -11, IMP-1 inhibitor -4.4, IDE act -4, VIM-2 inhibitor -2.5, IDE inh -5, DNA FID counter -28, M18AAP inhibitor 2, p-CIP stab down -2 and HCV NS3 hel inh 11.
COc1ccc(-c2nc(NC(=O)Cn3cnnn3)sc2C)cc1 was read as UBC9 SUMO inh -6, IMP-1 inhibitor -3.7, IDE act 2, VIM-2 inhibitor -5.6, IDE inh -8, DNA FID counter 0, M18AAP inhibitor 7, p-CIP stab down 5 and HCV NS3 hel inh -2.
`CC1CCN(c2nc(-c3ccccc3)c(C#N)c(=O)[nH]2)CC1` gave UBC9 SUMO inh 2, IMP-1 inhibitor -3.0, IDE act 7, VIM-2 inhibitor -4.3, IDE inh -2, DNA FID counter -8, M18AAP inhibitor 1, p-CIP stab down 5 and HCV NS3 hel inh 6.
COC(=O)CCC(=O)Nc1ccc2oc3c(c2c1)CCCC3 was read as UBC9 SUMO inh 4, IMP-1 inhibitor -0.9, IDE act -4, VIM-2 inhibitor -0.3, IDE inh -11, DNA FID counter -16, M18AAP inhibitor -4, p-CIP stab down -1 and HCV NS3 hel inh -14.
CCOC(=O)c1c(NC(=O)CSc2nnc(C)c(=O)[nH]2)sc(C)c1C was read as UBC9 SUMO inh 25, IMP-1 inhibitor -1.3, VIM-2 inhibitor -3.2, IDE inh 3, DNA FID counter -28, M18AAP inhibitor 2, p-CIP stab down -4 and HCV NS3 hel inh 3.
`COc1ccc(CCNC(=O)c2cc(-c3ccncc3)nc3ccc(S(=O)(=O)N4CCOCC4)cc23)cc1OC` gave UBC9 SUMO inh 11, IMP-1 inhibitor 1.3, IDE act 6, VIM-2 inhibitor 1.4, IDE inh -3, DNA FID counter -29, M18AAP inhibitor -6, p-CIP stab down 4 and HCV NS3 hel inh -9.
`O=C(COc1ccc2oc(-c3ccccc3)cc(=O)c2c1)Nc1ccccc1` gave UBC9 SUMO inh -3, IMP-1 inhibitor -1.4, IDE act 5, VIM-2 inhibitor -2.6, IDE inh 3, DNA FID counter -4, M18AAP inhibitor -3, p-CIP stab down 6 and HCV NS3 hel inh -2.
`CCOc1ccc(N(CC(=O)N2CCCCCC2)S(=O)(=O)c2ccc(F)cc2)cc1` gave UBC9 SUMO inh 1, IMP-1 inhibitor -1.1, IDE act 0, VIM-2 inhibitor -3.6, IDE inh 6, DNA FID counter -57, M18AAP inhibitor 1, p-CIP stab down -5 and HCV NS3 hel inh 2.

Compound activity as filed in PubChem.

Outcome played no part in choosing rows; overall some 3.6% were active at least once.
